Tau ThT inhib: blocks human tau fibril formation measured by thioflavin T; P10636; recombinant tau K18 P301L, heparin-induced fibrillization, ThT fluorescence; Potency, µM (series often up to 57.4 µM), for the others: at the top dose activity, negative = inhibition, hits mostly inhibitors; 2.1% of 270,000 active; AID 1460; further: nearly all actives have a fitted effect of over 55% in size
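Fibril formation assay: tau K18 P301L at 15 uM with trace Alexa 594 label, heparin inducer 20 uM, pH 7 sodium acetate buffer, 37 C for 6 hr; endpoint ThT signal.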
TexasRed fluor: alters Texas Red total fluorescence, flagging assay interference. TRb/SRC2 Texas Red total fluorescence interference. Potency, µM (series often up to 106 µM), for inactives: top-dose fluorescence change, negative = quenching. 0.29% of 280,000 active. AID 1479; active means well fitted curve in either direction with a large enough effect; inconclusive means small, poorly fitted or top-dose-only effect
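Flags fluorescent or light-absorbing compounds by total fluorescence, S + 2P, at 555 nm excitation and 632 nm emission. Mixture: 20 nM Texas Red SRC2 peptide, 0.6 uM human TRb LBD, 1 uM T3, 5% DMSO; compound exposure 5 h at ambient temperature.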
aGal spleen mod: inhibitors or activators of human alpha-galactosidase in spleen homogenate; human spleen homogenate, 4MU-alpha-Gal fluorescence, 40 min; Potency, µM (top dose mostly 80 µM), inactives show at the top dose activity change, negative = inhibition, hits mostly inhibitors; 0.008% of 240,000 active; AID 2107;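 further: 0% = enzyme with vehicle and -100% = no enzyme basal signal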
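Spleen homogenate 1 ug + cpd (titration) + 4-MU-alpha-D-galactopyranoside 1 mM; 37C 40 min; 50 mM citrate/phosphate pH 5.0, 0.01% Tween-20; stop pH 10; fluorescence 365/440; AC50 via Hill.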
TRb SRC2 PPI: inhibitors of human thyroid hormone receptor beta-SRC2 interaction; P10828; TRbeta-SRC2 peptide binding, fluorescence polarization; receptor liganded with 1 µM T3; Potency, µM (titrated, usually from 106 µM), for the others: at the highest dose activity change, negative = inhibition, actives largely listed as inhibitors; 0.065% of 280,000 active; AID 1469;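 further: plate controls were bound peptide for no effect and peptide without receptor for full effect; nearly all actives have a fitted effect of over 50% in size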
Target sequence (P10828 whole entry, looked up): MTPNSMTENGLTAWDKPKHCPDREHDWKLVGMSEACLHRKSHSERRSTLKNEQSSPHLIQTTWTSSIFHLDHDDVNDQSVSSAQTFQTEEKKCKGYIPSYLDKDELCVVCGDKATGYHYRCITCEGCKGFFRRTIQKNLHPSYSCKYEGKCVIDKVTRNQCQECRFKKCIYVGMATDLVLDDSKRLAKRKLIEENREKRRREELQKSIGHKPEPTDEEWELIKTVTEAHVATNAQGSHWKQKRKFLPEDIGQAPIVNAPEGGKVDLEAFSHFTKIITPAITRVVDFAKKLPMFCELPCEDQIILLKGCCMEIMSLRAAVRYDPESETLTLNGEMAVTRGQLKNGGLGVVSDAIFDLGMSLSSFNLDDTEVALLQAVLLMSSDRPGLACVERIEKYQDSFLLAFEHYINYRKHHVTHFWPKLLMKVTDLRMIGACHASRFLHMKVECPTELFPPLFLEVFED
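TRb LBD 0.6 uM + Texas Red SRC2 peptide 20 nM, 1 uM T3, Tris buffer w/ 5% DMSO; compound pinned, 5 h RT; FP read ex 555/em 632; normalized to unbound and bound controls.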
Tau fibril FP: inhibitors of human tau fibril formation | P10636 | 0.39% of 280,000 active | Potency, µM (doses to about 57.7 µM), for the others: top-dose activity, negative = inhibition, usual class: inhibitors | AID 1468 | K18 P301L tau heparin fibrillization, Alexa594 FP, 6 h; further: nearly all actives have a fitted effect of over 55% in size
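Human K18 P301L fragment (15 uM unlabeled plus 0.24 uM Alexa 594-labeled) in 100 mM sodium acetate pH 7 with compound, aggregation induced by 20 uM heparin for 6 hr at 37 C. ThT (30 uM) added for 1 hr, then Alexa 594 FP read.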
Tau fluor counter: counter-screen for tau fibril formation inhibitors; AID 1463; tau K18 P301L Alexa594 fluorescence, heparin fibrillization; Potency, µM (top dose mostly 57.7 µM), without a hit: top-dose activity change, negative = decrease; 0.93% of 280,000 active; further: nearly all actives have a fitted effect of over 55% in size
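Human tau K18 P301L (15 uM unlabeled, 0.24 uM Alexa 594-labeled) in 100 mM sodium acetate pH 7 with 20 uM heparin, 6 hr at 37 C. ThT 30 uM added, 1 hr ambient; Alexa 594 FP and total fluorescence read at 555/632 nm.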
ALDH1A1 inh: blocks purified human ALDH1A1 activity. Purified ALDH1A1, NADH fluorescence, propionaldehyde substrate. Potency, µM (doses to about 75.3 µM), for inactives: at the top dose activity, negative = inhibition, actives largely listed as inhibitors. 7.3% of 220,000 active. AID 1030; active means well fitted inhibition curve with a large enough effect, not every such curve was filed as active; inconclusive means small, poorly fitted or top-dose-only effect, or another doubt; inactive means no such curve, though single readings can be large or run the other way;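 further: plate controls were no enzyme wells and a reference inhibitor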
Target sequence (P00352 whole entry, looked up): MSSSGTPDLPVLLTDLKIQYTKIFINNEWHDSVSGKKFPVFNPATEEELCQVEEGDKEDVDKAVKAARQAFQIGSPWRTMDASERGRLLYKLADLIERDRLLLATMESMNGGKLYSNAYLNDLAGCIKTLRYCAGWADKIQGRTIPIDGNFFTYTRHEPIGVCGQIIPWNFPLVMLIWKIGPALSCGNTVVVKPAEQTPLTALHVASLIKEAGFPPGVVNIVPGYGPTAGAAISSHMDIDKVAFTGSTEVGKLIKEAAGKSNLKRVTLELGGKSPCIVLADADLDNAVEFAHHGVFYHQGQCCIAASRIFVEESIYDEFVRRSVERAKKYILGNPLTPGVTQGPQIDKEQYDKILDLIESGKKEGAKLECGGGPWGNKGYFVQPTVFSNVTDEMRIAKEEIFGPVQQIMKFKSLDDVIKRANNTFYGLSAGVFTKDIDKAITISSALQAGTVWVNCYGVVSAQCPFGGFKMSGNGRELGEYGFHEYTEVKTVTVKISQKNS
L3MBTL1 block: blocks human L3MBTL1. AID 485360. Potency, µM (titrated, usually from 57.1 µM), inactives show at the top dose activity, negative = inhibition, most hits filed as inhibitors. AlphaScreen L3MBTL1–H3K9me1 peptide binding. 0.66% of 230,000 active. Q9Y468; further: nearly all actives have a fitted effect of over 60% in size
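L3MBTL1 (50 nM) pre-complexed 30 min with biotinylated H3(1-15)K9me1 peptide (75 nM), then compounds added for 30 min at room temperature; AlphaScreen streptavidin donor/nickel chelate acceptor beads (10 ug/mL final) read after 30 min dark incubation.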
Active calls of the source: *; u = inconclusive; x = no result given; [ ] = remark or other dose. Unless noted, the call rests on the fitted dose curve; in most records, active means well fitted curve in the direction sought with a large enough effect; inconclusive means small, poorly fitted or top-dose-only effect, or another doubt; inactive means no such curve, though single readings can be large; an effect the other way counts as inactive or inconclusive. Unless noted, on the % scale 0 is the no-effect control and ±100 the full control effect; potency means the concentration at half of the fitted maximal effect.

#1 CCCn1c(N2CCN(Cc3ccc(Cl)cc3)CC2)nc2ccccc21
#2 CC(C)C1N=C(c2ccc3c(c2)OCO3)CC(c2ccccc2O)N1 (stereo unspecified)
#3 CCOC(=O)Nc1ccc(NC(=O)c2c(OC)cccc2OC)cc1
#4 Cc1nc(NC(=O)CN2CCOCC2)sc1-c1ccccc1
#5 CCC/C(O)=C1\C(=O)CCCC1=NC(C)C(=O)O (stereo unspecified)
#6 CCC/C=C(\CCC)C(NC(=O)c1ccco1)c1ccc(C(=O)OC)cc1 (stereo unspecified)
#7 COc1ccc(NC(=S)NC(NC(=O)c2ccc(Cl)cc2Cl)C(Cl)(Cl)Cl)c([N+](=O)[O-])c1 (stereo unspecified)
#8 CC(=O)Nc1ccc(Nc2ncnc3ccccc23)cc1
#9 O=C(O)c1ccc(Cl)c(S(=O)(=O)NC(Cc2ccccc2)C(=O)O)c1 (stereo unspecified)
#10 O=C(CCN1CCCC1)Nc1ccccc1

Compound	1	2	3	4	5	6	7	8	9	10
Tau ThT inhib	u	u	-6%	3%	-6%	-13%	u	x	-3%	-10%
TexasRed fluor	-3%	-2%	0%	-3%	0%	-1%	-5%	-2%	-4%	-1%
aGal spleen mod	-12%	-7%	-3%	-11%	-6%	7%	3%	15%	11%	2%
TRb SRC2 PPI	1%	2%	-3%	-2%	-5%	-1%	0%	-2%	2%	-3%
Tau fibril FP	3%	17%	-2%	0%	-2%	3%	11%	3%	-3%	-4%
Tau fluor counter	-8%	-14%	1%	1%	-5%	-11%	u	11%	-4%	-4%
ALDH1A1 inh	-9%	u	2%	u	u	-14%	22µM*	x	3%	5%
L3MBTL1 block	-18%	x	12%[11.4 µM]	-2%	12%	x	x	x	10%	x

#11 COc1ccccc1CNC(=O)CN1C(=O)CCc2cc(S(=O)(=O)N3CCOCC3)ccc21
#12 Cc1nc(-c2cc(-c3nc(-c4ccc(C(C)(C)C)cc4)no3)no2)cs1
#13 COc1ccccc1NC(=O)CN1C(=O)CC(c2ccc(C)c(C)c2)=Nc2ccccc21
#14 O=C(CCSCc1ccccc1Cl)NCc1ccco1
#15 Cc1ccc(S(=O)(=O)NNc2nnc(C)c(=O)[nH]2)cc1
#16 Cc1ccc(C(=O)O/N=C\c2ccc(N3CCOCC3)c([N+](=O)[O-])c2)cc1
#17 COC(=O)c1ccc(C(NC(=O)OCc2ccccc2)/C(=C/[C@@H](C)C(=O)NC2CCCCC2)c2cccnc2)cc1 (stereo partly specified)
#18 COC(=O)[C@@H](NC(=O)Nc1ccc(OC(F)(F)F)cc1)C(C)C
#19 FC(F)(F)c1ccc(Sc2n[nH]c(C(F)(F)F)n2)nc1
#20 CC1CCCN(C(=O)CSc2nnc(-c3c[nH]c4ccccc34)o2)C1 (stereo unspecified)

Compound	11	12	13	14	15	16	17	18	19	20
Tau ThT inhib	6%	u	-7%	-6%	-9%	u	-6%	8%	-2%	-3%
TexasRed fluor	1%	-6%	-1%	1%	-1%	-2%	-7%	2%	2%	1%
aGal spleen mod	x	12%	x	-3%	-7%	-11%	-7%	-2%	-14%	-4%
TRb SRC2 PPI	-2%	-3%	1%	5%	-1%	8%	7%	7%	4%	12%
Tau fibril FP	0%	-15%	u	-2%	0%	-6%	6%	1%	-4%	2%
Tau fluor counter	3%	-20%	-24%	-10%	0%	-16%	2%	-3%	0%	-19%
ALDH1A1 inh	x	-16%	x	-9%	-6%	2.2µM*	-2%	u	-7%	14µM*
L3MBTL1 block	x	0%	x	x	4%	-2%	x	-1%	1%	-7%

#21 CC1CCc2nc(NC(=O)CN3CCN(Cc4ccc5c(c4)OCO5)CC3)sc2C1 (stereo unspecified)
#22 O=C(CSc1nc(-c2ccccc2)nc2ccc(F)cc12)Nc1ccc(C(=O)O)cc1
#23 O=S(=O)(O)c1nnc2sc3ccccc3n12
#24 CCc1nc(OCCN(CC)CC)c2oc3ccccc3c2n1
#25 CC(C)NC(=O)/C=C/C(=O)O
#26 O=C(NCc1ccc2c(c1)OCO2)C1CC(c2ccccc2O)=NO1 (stereo unspecified)
#27 O=C(CC1Oc2ccc(Cl)cc2NC1=O)NCc1ccccc1 (stereo unspecified)
#28 CCN(CC)c1ccc(/C=N/NC(=O)OC)c(O)c1
#29 O=C(NCC(=O)N(c1cccnc1)C(C(=O)NC1CCCCC1)c1cccnc1)c1ccco1 (stereo unspecified)
#30 Cc1ccc(C(=O)COC(=O)c2c(C)cc(=O)oc2C)cc1[N+](=O)[O-]

Compound	21	22	23	24	25	26	27	28	29	30
Tau ThT inhib	u	-15%	3%	-2%	-6%	-11%	0%	u	-4%	3%
TexasRed fluor	0%	-3%	-3%	-1%	-9%	1%	-12%	-3%	1%	0%
aGal spleen mod	-4%	-14%	6%	0%	-3%	6%	x	-1%	-2%	-7%
TRb SRC2 PPI	-6%	2%	8%	-7%	-1%	-25%	-7%	-6%	-2%	-2%
Tau fibril FP	3%	-7%	4%	4%	-17%	3%	-2%	12%	4%	-1%
Tau fluor counter	-6%	-10%	3%	-1%	-8%	-18%	-5%	-29%	2%	-1%
ALDH1A1 inh	14µM*	13%	u	12%	24%	11µM*	x	u	12%	u
L3MBTL1 block	-12%	40µM*	3%	5%	x	x	x	x	3%	-10%

Ten structures out of the list, arranged by SMILES length, lowest first.
#23 O=S(=O)(O)c1nnc2sc3ccccc3n12
#24 CCc1nc(OCCN(CC)CC)c2oc3ccccc3c2n1
#27 O=C(CC1Oc2ccc(Cl)cc2NC1=O)NCc1ccccc1 (stereo unspecified)
#19 FC(F)(F)c1ccc(Sc2n[nH]c(C(F)(F)F)n2)nc1
#26 O=C(NCc1ccc2c(c1)OCO2)C1CC(c2ccccc2O)=NO1 (stereo unspecified)
#20 CC1CCCN(C(=O)CSc2nnc(-c3c[nH]c4ccccc34)o2)C1 (stereo unspecified)
#21 CC1CCc2nc(NC(=O)CN3CCN(Cc4ccc5c(c4)OCO5)CC3)sc2C1 (stereo unspecified)
#30 Cc1ccc(C(=O)COC(=O)c2c(C)cc(=O)oc2C)cc1[N+](=O)[O-]
#22 O=C(CSc1nc(-c2ccccc2)nc2ccc(F)cc12)Nc1ccc(C(=O)O)cc1
#29 O=C(NCC(=O)N(c1cccnc1)C(C(=O)NC1CCCCC1)c1cccnc1)c1ccco1 (stereo unspecified)

Compound	23	24	27	19	26	20	21	30	22	29
Tau ThT inhib	3%	-2%	0%	-2%	-11%	-3%	u	3%	-15%	-4%
TexasRed fluor	-3%	-1%	-12%	2%	1%	1%	0%	0%	-3%	1%
aGal spleen mod	6%	0%	x	-14%	6%	-4%	-4%	-7%	-14%	-2%
TRb SRC2 PPI	8%	-7%	-7%	4%	-25%	12%	-6%	-2%	2%	-2%
Tau fibril FP	4%	4%	-2%	-4%	3%	2%	3%	-1%	-7%	4%
Tau fluor counter	3%	-1%	-5%	0%	-18%	-19%	-6%	-1%	-10%	2%
ALDH1A1 inh	u	12%	x	-7%	11µM*	14µM*	14µM*	u	13%	12%
L3MBTL1 block	3%	5%	x	1%	x	-7%	-12%	-10%	40µM*	3%

Additional records:
item	Compound	Tau ThT inhib	TexasRed fluor	aGal spleen mod	TRb SRC2 PPI	Tau fibril FP	Tau fluor counter	ALDH1A1 inh	L3MBTL1 block
31	S=c1[nH]nc(-c2ccccc2)n1/N=C/c1ccc(-c2ccccc2Cl)o1	-12%	-4%	-5%	4%	-10%	-27%	7%	-11%
32	CCCn1c(C)nc2c(N3CCCN(Cc4ccccc4)CC3)nc(C)nc21	-6%	2%	9%	-1%	4%	-7%	-1%	x
33	Cc1nn(C)c(Oc2ccccc2)c1CCNC(=O)CC(C)C	2%	-4%	-6%	-8%	-3%	3%	6%	53%[activator]
34	CC1(C)SC(=S)N(/N=C/c2cccnc2)C1N(O)C(=O)Nc1ccccc1 (stereo unspecified)	x	1%	11%	10%	2%	-6%	x	x
35	Cc1ccc(S(=O)(=O)Oc2ccc(C3C4=C(CCCC4=O)N(CCC(=O)O)C4=C3C(=O)CCC4)cc2Cl)cc1	-11%	0%	u	0%	-1%	-10%	u	11%
36	Cn1c(=O)c2cc(S(=O)(=O)NC(C(=O)NCc3cccnc3)c3ccccc3)ccc2n(C)c1=O (stereo unspecified)	-9%	-2%	-2%	-7%	2%	-9%	9%	x
37	CCC(=O)N1CCc2cc(S(=O)(=O)CCC(=O)Nc3nc(C)cs3)ccc21	-11%	-1%	2%	1%	-2%	-4%	-2%	1%
38	Cc1cc(-c2cccc([N+](=O)[O-])c2)nc2ccc3ccccc3c12	-12%	-3%	0%	-5%	1%	-5%	16%	6%
39	O=C(c1cccc2cccc(O)c12)N1CCCCC1	u	0%	7%	-7%	-6%	-10%	-9%	-6%
40	Cc1cccc(-c2noc(CSc3nc(-c4ccc(F)cc4)cc(=O)[nH]3)n2)c1	-1%	-2%	x	-2%	-6%	-4%	x	x
41	Cc1cc(C(F)(F)F)cc(NNC(=O)NC(=O)c2ccc(Cl)cc2)n1	x	-5%	8%	0%	-6%	6%	x	x
42	Cc1cnc2c(c1SCC(=O)NCc1ccc(F)cc1)c(=O)n(C)c(=O)n2C	-6%	0%	x	-6%	u	-7%	x	x
43	CCCCCCCCSc1nnc(CSc2nc3nc(C)cc(C)n3n2)o1	u	-3%	-5%	-9%	7%	-14%	0%	4%
44	COc1ccc(NC(=O)C2CCN(S(C)(=O)=O)CC2)cc1Cl	-8%	-2%	-4%	0%	-4%	-12%	12%	x
45	O=C(OCc1cc(=O)n2nc(C3CC3)sc2n1)c1ccccc1Cl	u	-6%	x	-9%	3%	-2%	x	x
46	CC/C(=C\C(=O)c1ccncc1)Nc1ccc(O)cc1	u	0%	9%	-15%	9%	-7%	-1%	-5%

Source: PubChem
